Ba/F3 V617F tox = loss of viability in JAK2V617F-driven Ba/F3 cells; Ba/F3 EpoR-JAK2V617F viability, ATP luminescence; inhibition, % at 5.6 µM; 220,000 compounds, 1.1% hits; AID 1446;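 active = inhibition above the campaign mean plus 3 SD over all tested compounds, cut at about 24% in these data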;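 note: cytokine-independent growth of Ba/F3 cells driven by EpoR plus mutant JAK2; 0% = DMSO-treated cells and 100% = JAK inhibitor I control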
S1P4 agonist = agonists of human S1P4 receptor; S1P4-expressing cell line, agonist reporter assay; activation, % at 4.98 µM; 220,000 compounds, 0.35% hits; AID 1509; in the data active = activation above about 11%;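 note: 0% = DMSO vehicle and 100% = reference agonist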
BaF3 parental = reduces parental Ba/F3 cell viability, JAK2V617F counter-screen; CellTiter-Glo ATP luminescence; inhibition, % at 5.6 µM; 220,000 compounds, 1.1% hits;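 active = inhibition above a per-campaign cutoff, the mean inhibition of all tested compounds plus 3 SD, cut at about 27% in these data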;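 note: 0% = DMSO wells and 100% = JAK Inhibitor I control wells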
NPY-Y1 antag = antagonists of human neuropeptide Y receptor Y1; P25929; HEK293-CNG Y1 cells, membrane potential fluorescence; NPY at EC95, then isoproterenol; 200,000 compounds, 1% hits; inhibition, % at 3.6 µM;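 active = inhibition above the campaign mean inhibition of all tested compounds plus 3 SD, cut at about 20% in these data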;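 note: 0% = DMSO wells given NPY plus isoproterenol and 100% = isoproterenol alone without NPY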
Target sequence (P25929 whole entry, looked up): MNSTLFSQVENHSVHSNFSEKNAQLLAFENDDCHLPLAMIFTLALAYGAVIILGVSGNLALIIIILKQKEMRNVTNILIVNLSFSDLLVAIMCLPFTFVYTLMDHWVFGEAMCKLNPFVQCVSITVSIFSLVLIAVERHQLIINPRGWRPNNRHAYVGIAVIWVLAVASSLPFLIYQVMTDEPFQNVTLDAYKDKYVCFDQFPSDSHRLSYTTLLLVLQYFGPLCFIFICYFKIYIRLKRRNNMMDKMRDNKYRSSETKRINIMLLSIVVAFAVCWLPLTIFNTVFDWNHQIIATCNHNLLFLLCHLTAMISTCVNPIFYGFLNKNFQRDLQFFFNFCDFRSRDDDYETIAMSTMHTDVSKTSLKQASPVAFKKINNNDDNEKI
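Assay system: HEK293 Y1/CNG channel cell line; Doses: single compound dose of 3.6 µM, 0.4% DMSO; Timing: dye 3 h, compound 60 min room temperature, stimulation 45 min; Technique: Membrane-potential fluorescent dye readout; Measure: % inhibition of NPY effect.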
NPY-Y2 PAM-ag = potentiators or agonists of human neuropeptide Y receptor Y2; P49146; AID 1359; cells expressing NPY-Y2, potentiator/agonist read-out; 220,000 compounds, 0.45% hits; activation, % at 3.6 µM; in the data active = activation above about 27%;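 note: cells stimulated with NPY near EC25 plus isoproterenol at EC100; 0% = vehicle plus submaximal agonist and 100% = vehicle plus saturating agonist; some results beyond the cut were filed as inactive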
Runt-CBFb FRET = Runt domain-CBFb interaction inhibition. 220,000 compounds, 0.46% hits. inhibition, % at 20 µM. Q01196+Q13951. Cerulean-Runt/Venus-CBFb FRET ratio 530/480, 1 h;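 active = inhibition over about 50% at 20 µM in the single-dose screen, limit read from the data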;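 note: 0% = DMSO wells and 100% = excess unlabeled CBFb competitor control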
Target sequence (Q01196 whole entry, looked up, the tested form may be a part): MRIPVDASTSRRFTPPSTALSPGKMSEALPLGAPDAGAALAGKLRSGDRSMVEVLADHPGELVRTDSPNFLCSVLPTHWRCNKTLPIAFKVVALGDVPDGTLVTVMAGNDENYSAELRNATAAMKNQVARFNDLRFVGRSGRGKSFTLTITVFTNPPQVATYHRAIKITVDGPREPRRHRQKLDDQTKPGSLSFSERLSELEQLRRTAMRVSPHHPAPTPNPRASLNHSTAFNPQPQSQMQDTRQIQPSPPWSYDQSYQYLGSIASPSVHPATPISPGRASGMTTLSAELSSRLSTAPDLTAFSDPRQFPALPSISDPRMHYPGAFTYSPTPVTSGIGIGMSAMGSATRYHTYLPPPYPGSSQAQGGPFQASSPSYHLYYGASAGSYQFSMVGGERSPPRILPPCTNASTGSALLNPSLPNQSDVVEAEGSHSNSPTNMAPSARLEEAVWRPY
Target sequence (Q13951 whole entry, looked up, the tested form may be a part): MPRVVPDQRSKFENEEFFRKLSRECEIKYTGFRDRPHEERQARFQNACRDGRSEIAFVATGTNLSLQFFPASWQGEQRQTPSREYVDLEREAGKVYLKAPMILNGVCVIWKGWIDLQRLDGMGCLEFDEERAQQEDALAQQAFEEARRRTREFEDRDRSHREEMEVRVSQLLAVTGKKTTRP
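Schedule: protein complex preformed 1 h, compound exposure 1 h, room temperature, dark; test system: Cerulean-labeled Runt domain protein; amount: 100 nM per protein; buffer or medium: Tris 50 mM pH 7.5, KCl, K2SO4, 0.01% BSA; read-out: loss of energy transfer signal; detection: FRET fluorescence; controls: 5 µM unlabeled CBFb as full-inhibition high control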
RBBP9 inhibitor = blocks human serine hydrolase RBBP9; O75884; recombinant RBBP9, FP-Rh probe fluorescence polarization; inhibition, % at 7.94 µM; 220,000 compounds, 0.2% hits; AID 1515;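 active = inhibition above the campaign mean of all tested compounds plus 3 SD, cut at about 14% in these data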;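 note: plate controls were DMSO wells with RBBP9 for no effect and wells lacking RBBP9 protein for full effect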
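Test system – recombinant human RBBP9 · Input – RBBP9 2.5 µM in dispensing solution, pre-mixing · Medium – Tris buffer pH 8.0, NaCl, Pluronic · Schedule – preincubation 30 min plus labeling 45 min at 25 °C · Measured by – fluorescence polarization · Measure – % inhibition · Controls – DMSO and no-protein wells · Replicates – one well per compound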
S1P4 antagonist = blocks the human S1P4 receptor. O95977. S1P4-expressing cells, antagonist mode, reporter read-out. inhibition, % at 4.98 µM. 220,000 compounds, 0.26% hits; in the data active = inhibition above about 29%;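 note: 0% = wells stimulated with agonist and 100% = vehicle wells without agonist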
NPY-Y1 PAM-ag = potentiators or agonists of human neuropeptide Y receptor Y1 | activation, % at 3.6 µM | 220,000 compounds, 0.37% hits | AID 1304 | P25929 | NPY-Y1 expressing cells, potentiator/agonist activation; in the data active = activation above about 33%, passing the limit was not always enough;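 note: cells stimulated with NPY at EC10 then isoproterenol at EC100; 0% = low agonist plus stimulus and 100% = saturating agonist plus stimulus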
An asterisk follows results filed as active; . = no result given.

SMILES | Ba/F3 V617F tox | S1P4 agonist | BaF3 parental | NPY-Y1 antag | NPY-Y2 PAM-ag | Runt-CBFb FRET | RBBP9 inhibitor | S1P4 antagonist | NPY-Y1 PAM-ag
CCCC(=O)Nc1ccccc1Sc1ncnc2scc(-c3ccccc3)c12 | -1 | 0.4 | 5 | 14 | -8 | -1 | -13 | -7 | 7
O=C(c1cc2ccccc2[nH]1)N1CCOCC1 | 2 | 1.5 | 2 | 5 | 2 | -3 | -12 | -29 | -14
Cc1cc(=O)n2[nH]c(N3C(=O)CCC3=O)nc2n1 | 0 | 0.8 | 0 | 0 | 4 | -2 | 4 | -8 | 14
CCN(CC)S(=O)(=O)c1ccc(N2CCOCC2)c(NC(=O)C(C)(C)C)c1 | 0 | 0.4 | -3 | . | -3 | 1 | -9 | -4 | 17
COc1ccc(Br)c(-c2nc(CS(=O)(=O)c3ccc(F)cc3)no2)c1 | -2 | 0.2 | 1 | . | -3 | 1 | -2 | -1 | -5
O=C(COC(=O)CNC(=O)c1ccccc1F)Nc1ccc2c(c1)OCCO2 | -1 | -1.0 | 7 | 6 | 7 | 1 | -4 | 3 | 21
Cc1cc(C)c(S(=O)(=O)N2CCCOC2CNC(=O)C(=O)NCc2ccccn2)c(C)c1 (centres undefined) | 4 | 0.5 | 9 | -1 | -10 | 1 | -7 | -19 | 2
COc1ccccc1N1CCN(CC(=O)Nc2ccc(-n3cnnn3)cc2)CC1 | 3 | 0.1 | 7 | 0 | -3 | 2 | 4 | -12 | -13
Cc1nn(Cc2ccc([N+](=O)[O-])cc2)c(=O)n1-c1cccc(F)c1 | 2 | -0.8 | 9 | 11 | -10 | -3 | -10 | -1 | -3
CCCCN(C(=O)c1cccc(S(=O)(=O)N2CCOCC2)c1)c1c(N)n(CCC)c(=O)[nH]c1=O | 0 | 1.7 | 6 | 3 | 8 | 0 | -2 | -14 | 9
O=C(Nc1nc2c(s1)CCc1ccccc1-2)c1cccs1 | -5 | 4.4 | 3 | -2 | 10 | 4 | 2 | 4 | -48
Cc1c(C)c2ccc(OS(C)(=O)=O)c(C)c2oc1=O | -1 | 1.3 | 5 | 5 | -5 | 0 | 1 | 8 | -6

Of the compounds above, these contain a halogen.
SMILES | Ba/F3 V617F tox | S1P4 agonist | BaF3 parental | NPY-Y1 antag | NPY-Y2 PAM-ag | Runt-CBFb FRET | RBBP9 inhibitor | S1P4 antagonist | NPY-Y1 PAM-ag
COc1ccc(Br)c(-c2nc(CS(=O)(=O)c3ccc(F)cc3)no2)c1 | -2 | 0.2 | 1 | . | -3 | 1 | -2 | -1 | -5
O=C(COC(=O)CNC(=O)c1ccccc1F)Nc1ccc2c(c1)OCCO2 | -1 | -1.0 | 7 | 6 | 7 | 1 | -4 | 3 | 21
Cc1nn(Cc2ccc([N+](=O)[O-])cc2)c(=O)n1-c1cccc(F)c1 | 2 | -0.8 | 9 | 11 | -10 | -3 | -10 | -1 | -3

Next compounds
SMILES | Ba/F3 V617F tox | S1P4 agonist | BaF3 parental | NPY-Y1 antag | NPY-Y2 PAM-ag | Runt-CBFb FRET | RBBP9 inhibitor | S1P4 antagonist | NPY-Y1 PAM-ag
Cc1cccc(OCc2nnc(SCC(=O)O)n2Cc2ccccc2)c1 | 1 | -0.1 | 5 | 10 | -5 | 0 | -8 | 12 | 0
O=C(Oc1ccccc1)c1ccc2c(c1)C(=O)N(Cc1ccncc1)C2=O | -1 | 0.8 | -3 | . | -3 | -2 | -1 | -8 | 18
NC(N)=NCCC[C@H](NC(=O)OCc1ccccc1)C(=O)O | 3 | 0.6 | 0 | 2 | 9 | -1 | -15 | 10 | -11
N=C1C(c2ccccc2)=C(O)CN1c1cccc(S(=O)(=O)Nc2cccc(C(F)(F)F)c2)c1 | -3 | -0.2 | 5 | -3 | 25 | -4 | -7 | -8 | 15
COc1cccc(NS(=O)(=O)c2ccc(NC(C)=O)cc2)c1 | -4 | 0.2 | 7 | -2 | 14 | -2 | 6 | -6 | -15
Nc1c(-c2cccc(Cl)c2)cnn1-c1cccc([N+](=O)[O-])c1 | -3 | -2.2 | 10 | 2 | 43* | -1 | -2 | -7 | 43
OCCNCCSc1nc(C2CCCCC2)n(-c2ccccc2Cl)n1 | 0 | -0.4 | 1 | . | -8 | 2 | -5 | -11 | 0
Nc1ccc(C(=O)N2CCCC2)cc1 | 4 | -0.3 | 7 | 4 | 8 | -2 | 5 | -8 | -1
O=C(NC(Cc1c[nH]c2ccccc12)C(=O)NCCCN1CCOCC1)c1cccs1 (centres undefined) | -2 | 0.3 | 0 | 4 | -4 | 1 | -9 | -1 | 0
O=Cc1ccc(Oc2cnccn2)cc1 | -2 | -1.2 | -2 | -1 | 5 | -1 | 0 | 3 | -4
COc1ccc(S(=O)(=O)n2ccc(C)n2)cc1C | 2 | 1.1 | 6 | 7 | 7 | 1 | 3 | -13 | 12
CCOC(=O)Cc1csc(NC(=S)NC(=O)c2cc(OC)cc(OC)c2)n1 | -2 | -0.1 | 3 | 2 | 10 | 0 | -2 | -8 | -19
c1cc2c(cnc3cscc32)s1 | 1 | 2.0 | 4 | -5 | 9 | -2 | -3 | -27 | 8
O=C1C2CC=C(Cl)CC2C(=O)N1CCc1c[nH]c2ccccc12 (centres undefined) | -1 | 0.6 | 2 | 1 | -10 | -1 | -5 | -8 | 10
CCCCN(C(C)=O)c1c(N)n(CCC)c(=O)n(CC(=O)Nc2cc(Cl)cc(Cl)c2)c1=O | 2 | 0.1 | 10 | 1 | 4 | 0 | -3 | 4 | 11
COc1ccccc1N1CCN(C2CCN(C(=O)COc3cccc(C)c3)CC2)CC1 | -3 | -1.8 | 0 | -4 | 5 | -2 | -2 | -34 | -16
Cc1ccc(NC(=O)c2ccc(S(=O)(=O)NCC3CCCO3)cc2)cc1 (centres undefined) | 1 | 0.7 | 5 | 3 | 2 | -2 | -3 | -12 | -18
C/C(=N/NC(=O)CNC(=O)c1cccc(F)c1)c1ccc2c(c1)CCCC2 | -2 | 0.1 | 9 | 7 | -4 | -1 | -7 | 2 | 10
COC(=O)c1sc2ccc(C)cc2c1C(=O)OC | -3 | 2.2 | 0 | 16 | 7 | . | 8 | -4 | -20
O=C1CC(c2ccc(S(=O)(=O)N3CCCCC3)cc2)CN1 (centres undefined) | -2 | -1.4 | 1 | 1 | 10 | 0 | 0 | -9 | -12
O=C(O)COc1ccccc1/C=N/NC(=O)/C(=C\c1ccc2c(c1)OCO2)NC(=O)c1ccccc1 | 0 | -0.4 | 1 | -1 | -6 | 0 | -5 | -14 | 12
NNC(=O)c1nc(-c2cccc(-n3cccc3)c2)no1 | -4 | -1.3 | 3 | . | -7 | 0 | -6 | 2 | 9
CCc1n[nH]c(=S)n1/N=C/c1ccc(N(CC)CC)cc1 | 1 | 1.9 | 4 | 6 | -1 | 18 | -3 | -12 | 24
O=C(NCCc1ccc(Cl)cc1)C1CCN(c2cnccn2)CC1 | 0 | 0.7 | 0 | -3 | 3 | 0 | -8 | -2 | 4
CC1=C(C)CC(C(=O)c2ccccc2)C(C(=O)O)C1 (centres undefined) | -1 | 0.3 | 4 | 1 | 13 | 0 | -2 | -19 | -5
COc1cc(C(C#N)N2CCC(c3ccccc3)=N2)ccc1O (centres undefined) | 2 | -2.3 | 2 | . | -18 | 7 | -10 | -1 | 6
Cc1nnc(N2C(=O)c3cccc4cccc(c34)C2=O)s1 | 2 | -4.4 | 5 | 8 | -3 | 4 | -27 | -109 | 11
CN(C)c1ccc(P(=O)(OCc2ccccc2)C(O)c2ccccc2F)cc1 (centres undefined) | 0 | 0.4 | -2 | . | -26 | -2 | -5 | 11 | 4
CCOC(=O)C(NCc1ccccc1OC)(NC(=O)CC)C(F)(F)F (centres undefined) | -1 | 0.4 | 0 | -5 | 4 | -1 | -3 | 0 | 1
O=C(O)CC1C(=O)OCN1C(=O)OCc1ccccc1 (centres undefined) | 1 | 1.8 | 3 | 7 | -13 | -3 | -1 | -6 | -1
CCOC(=O)c1cnc2c(c(C)nn2C)c1Oc1ccc(Cl)cc1 | 1 | -1.4 | 5 | 8 | -23 | -4 | -3 | -8 | -63
Cc1c(NC(=O)CNCc2ccc3c(c2)OCO3)c(=O)n(-c2ccccc2)n1C | 2 | 1.5 | -3 | . | 8 | -1 | 0 | -6 | -9
C/C(=N\NC(=S)NCc1ccccc1)c1ccc2ccccc2c1 | 0 | -1.0 | 3 | 7 | -11 | 0 | -18 | -6 | -27
Cc1nc(SCC(=O)Nc2ccc(OCc3ccccc3)cc2)n[nH]1 | -2 | -0.3 | 6 | -6 | -2 | 1 | -7 | -6 | 6
CCCOc1ccc(N2C(=O)CC(N(Cc3ccc(S(N)(=O)=O)cc3)C(=O)CC)C2=O)cc1 (centres undefined) | -2 | -0.2 | 0 | 1 | -1 | 0 | -1 | -2 | 6
CC(=O)c1cccc(-n2c(CCC(=O)O)ccc2-c2cccs2)c1 | -2 | 0.4 | 4 | 10 | 7 | 27 | -9 | -4 | -28
Cc1cc(NC(=O)CSc2nc3c(sc4ccccc43)c(=O)n2CCc2ccccc2)n[nH]1 | 0 | -0.3 | 5 | -1 | 2 | -2 | -1 | -5 | 7
O=C(Cn1c2[n+](c3ccccc31)CC(O)CS2)c1ccccc1 (centres undefined) | -4 | -0.6 | 5 | 3 | 1 | 0 | 3 | -13 | 8
CC1(C)Cc2nc(Cl)c(C(=O)O)cc2CO1 | 4 | -0.9 | 12 | 3 | 11 | 0 | -3 | -1 | 1
CCOC(=O)C1CCN(C(=O)CCCN2C(=O)c3ccccc3C2=O)CC1 | 1 | 0.5 | 3 | -3 | 3 | 0 | -5 | -19 | 7
COc1ccc(-c2c(S(=O)(=O)c3ccccc3)cnn2-c2ccccc2)cc1 | 3 | -0.9 | 3 | 1 | 7 | -2 | -10 | 5 | -27
Cc1ccc2c(c1)/C(=N/N1C(=O)c3ccccc3C1=O)C(=O)N2 | -1 | -0.1 | 6 | -3 | 0 | -1 | 1 | -3 | -3
CC(C)CCNc1c(-c2cccs2)nc2ccccn12 | -2 | 1.6 | 4 | 20 | -2 | -1 | -8 | -14 | -1
CCOC(=O)c1c(C(=O)OCC)c(C)n(CCc2ccccc2)c1C | 3 | 1.2 | 3 | -1 | -8 | -2 | -7 | -5 | -9
Cc1oc2c(c1C(=O)NC(Cc1c[nH]c3ccccc13)C(=O)O)CCCC2 (centres undefined) | -1 | -0.1 | 5 | 1 | -2 | 0 | -3 | 14 | 6
COc1ccc(OCC(=O)N2CCN(C(=O)COc3ccccc3)CC2)cc1 | -4 | -0.2 | 0 | -2 | -7 | 1 | -3 | -9 | -20
COc1ccc(C(=O)c2c[nH]c(C(=O)NCc3cccnc3)c2)cc1 | 1 | 1.0 | 3 | -3 | 15 | 0 | -4 | -14 | 16
